N370S GC: qHTS Assay for Inhibitors and Activators of N370S glucocerebrosidase as a Potential Chaperone Treatment of Gaucher Disease | Lysosomal acid glucosylceramidase (Homo sapiens), P04062 | N370S GC spleen homogenate, 4MU-glucoside fluorescence | Potency, µM (titrated, usually from 59.4 µM), for inactives: at the top dose activity change, negative = inhibition, actives largely listed as inhibitors | 330,000 compounds, 0.092% hits;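 also: 0% = full enzyme activity and -100% = no enzyme basal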
FEN1 inh: qHTS Assay for the Inhibitors of Human Flap endonuclease 1 (FEN1). Recombinant FEN1 flap cleavage, fluorescence, 15 min. 390,000 compounds, 0.35% hits. P39748. AID 588795, 2011. Potency, µM (series often up to 114 µM), without a hit: at the highest dose activity change, negative = inhibition, most hits filed as inhibitors; also: nearly all actives have a fitted effect of over 65% in size
Target sequence (P39748 whole entry, looked up): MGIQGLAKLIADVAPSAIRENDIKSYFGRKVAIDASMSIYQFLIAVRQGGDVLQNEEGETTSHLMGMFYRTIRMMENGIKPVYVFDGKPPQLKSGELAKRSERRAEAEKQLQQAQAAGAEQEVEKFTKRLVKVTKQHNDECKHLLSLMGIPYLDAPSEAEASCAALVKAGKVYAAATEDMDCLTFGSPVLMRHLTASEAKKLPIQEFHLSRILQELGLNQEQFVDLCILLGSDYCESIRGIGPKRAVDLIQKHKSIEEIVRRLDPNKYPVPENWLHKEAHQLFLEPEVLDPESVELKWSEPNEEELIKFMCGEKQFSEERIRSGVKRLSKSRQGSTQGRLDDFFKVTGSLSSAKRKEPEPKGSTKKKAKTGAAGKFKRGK
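FEN1 at 10 nM preincubated with compounds 15 min at room temperature, then flap DNA substrate added at 50 nM final. Signal read at 0 and 15 min; concentration-response fitted with four-parameter Hill equation.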
DT40 TDP1 CPT: qHTS for Inhibitors of human tyrosyl-DNA phosphodiesterase 1 (TDP1): qHTS in cells in presence of CPT. chicken DT40 Tdp1-/-;hTDP1 cells + 20 nM CPT, ATP luminescence, 48 h. Potency, µM (top dose mostly 46.2 µM), for the others: top-dose activity change, negative = growth inhibition, hits mostly inhibitors. 420,000 compounds, 12% hits; also: nearly all actives have a fitted effect of over 55% in size
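Chicken DT40 Tdp1-/- cells stably complemented with human TDP1 were seeded at 400 cells/well in medium containing 20 nM camptothecin, exposed to pin-transferred compounds, and grown at 37 °C for at least 48 hr. Viability was read as ATP luminescence.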
* = called active by the depositor; ? = inconclusive; · = not tested or not shown; & = joins results of further samples. Calls follow the shape of the dose curve; as a rule, active = well fitted curve in the direction sought with a large enough effect; inconclusive = small, poorly fitted or top-dose-only effect, or another doubt; inactive = no such curve, though single readings can be large; an effect the other way counts as inactive or inconclusive. Unless noted, % is scaled to controls: 0 for no effect and ±100 for the full control effect; potency is read from the fitted curve at half-maximal effect.

SMILES	N370S GC	FEN1 inh	DT40 TDP1 CPT
CCOC(=O)N1CCN(C(=O)c2cc3c(s2)-c2ccccc2OC3)CC1	?	10%	?
CCOc1ccccc1NC(=O)c1nn(-c2ccc(C)cc2)c(=O)n(C)c1=O	·	17%	-25%
CS(=O)(=O)N(CC(=O)Nc1ccccc1C(=O)N1CCCC1)c1ccc2c(c1)OCO2	-2%	8%	0%
c1ccc(Nc2nc(-c3ccncc3)cs2)nc1	9%	-1%	?
O=C(NCC(=O)N1CCN(S(=O)(=O)c2cccc(F)c2)CC1)c1ccc(Br)o1	0%	-5%	-3%
CC(NC(C(=O)c1ccccc1)c1ccccc1)c1ccccc1 (stereo unspecified)	·	-1%	4%
COC(=O)CCC(=O)N1CCc2cc(S(=O)(=O)N3CCc4ccccc43)ccc21	4%	-12%	-22%
CCOC(=O)c1cccc(NC(=O)C2CCCN(S(=O)(=O)c3cnc[nH]3)C2)c1 (stereo unspecified)	-13%	15%	-8%
COc1cc(SC)ccc1C(=O)OCC(=O)NCC(C)C	-2%	21%	0%
Cc1ccc(OC(=O)c2cc(-c3ccc(Cl)cc3)on2)c(C)c1	·	3%	-3%
O=C1SCCC1NS(=O)(=O)c1ccc([N+](=O)[O-])cc1 (stereo unspecified)	-9%	-5%	-28%
Cc1ccc(CN2CCCn3nc(C(=O)NCCc4ccc(Cl)cc4)cc3C2=O)cc1	·	4%	?
COc1ccc(NC(=O)C2CCCN2S(=O)(=O)c2ccc3c(c2)CCC(=O)N3)cc1 (stereo unspecified)	-11%	-1%	0%
O=C(OC1CCOC1=O)c1ccccc1C(=O)c1ccc(Cl)c([N+](=O)[O-])c1 (stereo unspecified)	·	2%	?
COc1ccc(S(=O)(=O)N2CCc3ccccc32)cc1C(=O)N1CCN(C=O)CC1	·	-14%	-21%
CC(=O)NC(=O)NC1CSCC1OC(C)=O (stereo unspecified)	-19%	1%	0%
COc1ccc(NC(=O)c2nc(S(=O)(=O)Cc3ccc(C)cc3)ncc2Cl)cc1	·	-7%	16µM*
COc1ccccc1CNC(=O)CC(NS(=O)(=O)c1ccc(C)cc1)c1ccco1 (stereo unspecified)	-1%	-6%	?
CCc1nnc(NC(=O)CSc2nnc(C(C)NC(=O)c3ccccc3)n2C)s1 (stereo unspecified)	2%	7%	-2%
Cc1ccc(NCC(O)Cn2cnc3c2c(=O)n(C)c(=O)n3C)cc1 (stereo unspecified)	8%	1%	-1%
Cc1ccc(NC(=O)CNC(=O)OCc2ccccc2)cc1C	18%	-2%	?
CCc1ccc(NC(=O)CSc2nc3n[nH]c(C)c3c(=N)n2-c2ccccc2C)cc1	·	-4%	?
CCC1Nc2ncnc(N3CCOCC3)c2N(Cc2ccccc2)C1=O (stereo unspecified)	-5%	-6%	6%
CC1CCN(c2c(NCC3CCC(C(=O)N4CCCC(C)C4)CC3)c(=O)c2=O)CC1 (stereo unspecified)	-4%	-2%	14%

An excerpt taken from the entries so far, for reference:
SMILES	N370S GC	FEN1 inh	DT40 TDP1 CPT
COc1ccccc1CNC(=O)CC(NS(=O)(=O)c1ccc(C)cc1)c1ccco1 (stereo unspecified)	-1%	-6%	?
CCc1nnc(NC(=O)CSc2nnc(C(C)NC(=O)c3ccccc3)n2C)s1 (stereo unspecified)	2%	7%	-2%
Cc1ccc(NCC(O)Cn2cnc3c2c(=O)n(C)c(=O)n3C)cc1 (stereo unspecified)	8%	1%	-1%
Cc1ccc(NC(=O)CNC(=O)OCc2ccccc2)cc1C	18%	-2%	?

Copied from the list:
COc1ccc(S(=O)(=O)N2CCc3ccccc32)cc1C(=O)N1CCN(C=O)CC1 – FEN1 inh: -14%
CC1CCN(c2c(NCC3CCC(C(=O)N4CCCC(C)C4)CC3)c(=O)c2=O)CC1 (stereo unspecified) – DT40 TDP1 CPT: 14%
CCC1Nc2ncnc(N3CCOCC3)c2N(Cc2ccccc2)C1=O (stereo unspecified) – N370S GC: -5%
COc1ccc(NC(=O)C2CCCN2S(=O)(=O)c2ccc3c(c2)CCC(=O)N3)cc1 (stereo unspecified) – FEN1 inh: -1%

Additional structures:
SMILES	N370S GC	FEN1 inh	DT40 TDP1 CPT
COc1ccc(N2CCN(C3CCCN(C(=O)CN4CCOC4=O)C3)CC2)cc1 (stereo unspecified)	-1%	14%	13%
Cc1cc(C(=O)N/N=C/c2cccc([N+](=O)[O-])c2O)n[nH]1	-3%	16%	?
COC(=O)[C@H]1[C@H](C(=O)OC)[C@@H](C(=O)OC)N(c2ccc(OC)cc2)[C@@H]1C(=O)OC	3%	4%	-8%
O=C(NC1CCCC1)c1ccc(Cl)s1	1%	0%	-8%
CCn1c(SCC(=O)NNC(=O)Cc2ccccc2)nnc1-c1ccncc1	12%	0%	2%
Clc1ccc(OCCOCCOc2cccc3cccnc23)c(Br)c1	-1%	-31%	23µM*
Cc1ccc(S(=O)(=O)c2nc(-c3ccc(F)cc3)oc2N2CCOCC2)cc1	8%	1%	0%
CCN1CCN(Cc2cccc(Oc3ccccc3)c2)CC1	8%	-2%	-15%
CCOc1cc(/C=C2\CCCC(C(=O)C(F)(F)F)=C2O)ccc1O	-14%	?	23µM*
COc1cccc2cc(-c3nc(-c4cccs4)no3)c(=O)oc12	·	18%	-1%
COc1ccc(C2Nc3ccccc3C(=O)N2c2ccc(C)cc2)cc1Cn1nnc2ccccc21 (stereo unspecified)	-16%	-3%	?
COC(=O)c1ccc(COC(=O)c2ccc(CS(=O)(=O)c3ccc(C)cc3)cc2)cc1	7%	-14%	3%
Cc1ccc(C)c(N2CCN(c3cc(C)nc4c(-c5ccc(Cl)cc5)c(C)nn34)CC2)c1	·	-5%	10%
COC(=O)c1ccccc1NC(=O)Nc1cnccn1	3%	3%	-17%
Cc1cc(C)c(C(=O)COC(=O)CCNS(=O)(=O)c2c(Cl)cccc2Cl)cc1C	0%	-10%	-2%
C/C(=N\NC(=O)CNC(=O)c1ccc(Br)cc1)c1ccco1	5%	7%	-2%
Cc1ccc([N+](=O)[O-])c(OCCN2CCc3ccccc3C2)c1	-1%	-23%	-14%
O=C(CCCc1ccccc1)NCCc1ccc(F)cc1	0%	9%	-4%
CC(C)(C)OC(=O)N1CCCC(C(=O)Nc2cccc(C(=O)N3CCCC3)c2)C1 (stereo unspecified)	·	17%	-14%
Cc1ccc(S(=O)(=O)N2CCN(C(=O)COC(=O)C3CCC3)CC2)cc1	-4%	-11%	7%
Cn1c(=O)[nH]c2nc[nH]c2c1=O	2%&7%	-9%	1%&1%
COC(=O)CNC(c1ccccc1)c1cc(Br)ccc1NC(=O)c1cc(OC)c(OC)c(OC)c1 (stereo unspecified)	·	0%	16µM*
O=c1cc(CO)oc(CN2CCC(Cc3ccccc3)CC2)c1O	1%	-2%	-7%
O=C(COC(=O)c1ccccc1NC(=O)c1ccco1)NC1CC1	-2%	0%	0%
Nc1cc2c(cc1Br)-c1ccccc1C2=NO	·	-13%	26µM*
CCc1ccc(NC(=O)Cn2nnc(C(=O)NCc3ccc(OC)cc3)c2N)cc1	-19%	-21%	-1%
Cc1ccc(OCCn2cc(C(=S)N3CCCC3)c3ccccc32)cc1C	13%	-6%	8.2µM*
C=CCn1c(O)c(N=NC(=S)Nc2ccccc2C)c2cc(S(=O)(=O)N3CCOCC3)ccc21	15%	-5%	3.3µM*
Cc1nn(CC(=O)Nc2ccccn2)c(=O)c2ccccc12	4%	6%	-4%
O=C(CSc1nc2ccccc2n1CC(=O)Nc1ccc(F)cc1F)Nc1ccc(F)cc1	·	-4%	?
CCN(CC)S(=O)(=O)c1cccc(C(=O)N2CCCCC2)c1	1%	4%	-23%
CCN(CC)CCCn1c2c(c(SCC(=O)Nc3ccccc3Cl)nc1=O)CCC2	-8%	-3%	-1%
Cc1ccc(NC(=O)c2ccc3[nH]c(C)cc(=O)c3c2)cc1	·	17%	-5%
Cc1cccc(NC(=O)C2CCN(S(=O)(=O)c3ccc4c(c3)NC(=O)CO4)CC2)c1	-12%	17%	?
CCNC(=S)NNC(=O)c1cc(CC(C)C)nc2ccccc12	7%	-7%	?
O=C(NCC1CCCO1)C(c1ccc(N2CCOCC2)cc1)N(C(=O)Cn1nnc2ccccc21)c1ccccc1F (stereo unspecified)	-6%	20%	?
N=c1c2c(-c3ccccc3)c(-c3ccccc3)n(Cc3ccco3)c2ncn1CCCO	1%	-5%	13µM*
N#CC1(NC(=O)COC(=O)c2nc(Cl)ccc2Cl)CCCCC1	2%	6%	4%
COc1ccc(OC)c(C(=O)Cn2nnc(-c3ccc(N4CCOCC4)cc3)n2)c1	-7%	-15%	-8%
COCCn1nnnc1CN(Cc1cccnc1)Cc1cc2cc(OC)ccc2[nH]c1=O	-5%	-7%	1%
CCCC(=O)Nc1nnc(COC)s1	0%	0%	-13%
COc1ccccc1-c1cc(C2CC2)nc(N)c1C#N	18%	-13%	-8%
COc1ccc2cc(C3CC(c4cccs4)=NN3S(C)(=O)=O)c(Cl)nc2c1 (stereo unspecified)	-9%	4%	16µM*
COC(=O)c1nc2n(n1)C(c1cccc(Cl)c1)C1=C(CC(C)(C)CC1=O)N2 (stereo unspecified)	-19%	-20%	2%
Cc1c(OCC(=O)NC2CCN(Cc3ccccc3)CC2)ccc2c3c(c(=O)oc12)CCC3	3%	21%	16µM*
CCc1nnc(NC(=O)c2cc(-c3cccnc3)nc3ccccc23)s1	-25%	-1%	-9%
Clc1ccc(CN2CCc3nc(N4CCN(c5ccccn5)CC4)ncc3C2)cc1	·	18%	-20%
C=CCOc1c(Br)cc(/C=N/O)cc1OCC	0%	-13%	?

Filtered by structure: the entries above containing a cyano group (2)
SMILES	N370S GC	FEN1 inh	DT40 TDP1 CPT
N#CC1(NC(=O)COC(=O)c2nc(Cl)ccc2Cl)CCCCC1	2%	6%	4%
COc1ccccc1-c1cc(C2CC2)nc(N)c1C#N	18%	-13%	-8%

Next part
SMILES	N370S GC	FEN1 inh	DT40 TDP1 CPT
CN(CCc1ccccn1)S(=O)(=O)c1ccccc1F	0%	2%	-2%
O=C(Nc1cccc(-c2nnc(-c3ccccc3)o2)c1)C1CC1	23%	3%	?
CN1CCN(CCN2CCn3c2nc2ccccc23)CC1	0%	11%	-4%
N#Cc1c(-n2ncnc2-c2ccc(F)cc2)sc2c1CCCCC2	·	-11%	1%
CC1CCc2c(sc3nn[nH]c(=O)c23)C1 (stereo unspecified)	28%	-17%	-18%
CC1CCCC(NC(=O)CCNC(=O)c2ccc(Br)cc2)C1C (stereo unspecified)	4%	-3%	-19%
Cc1nnc(CN(C)Cc2cn[nH]c2-c2ccc(-c3ccccc3)cc2)o1	3%	0%	0%
COc1cccc(CCNC(=O)C2CCCN(c3ncnc4c3nc3n4CCCCC3)C2)c1OC (stereo unspecified)	-8%	-2%	-3%
O=C1N=C(N2CCOCC2)S/C1=C/c1cc2c(cc1[N+](=O)[O-])OCO2	4%	1%	12µM*
O=C(O)c1ccc(-c2nc(-c3cccc(C(F)(F)F)c3)cs2)cc1	9%	18%	?
COc1ccc(OC)c(C(=O)N2CCCC(Nc3ccc(F)cc3)C2)c1 (stereo unspecified)	-20%	-2%	-4%
COC(=O)c1ccc(C(=O)OC)c(NC(=O)COC(=O)C2CCCCC2)c1	-11%	-6%	?
CCCc1cc(=O)[nH]c(SCC(=O)NN(c2ccccc2)c2ccccc2)n1	10%	0%	0%
CC(C)Oc1ccc(CNC(=O)c2ccc(Cn3c(=O)c4cccn4c4cccnc43)cc2)cc1	·	0%	?
O=C(CN1CCN(C(=O)c2ccco2)CC1)Nc1ccc(Cl)c(C(F)(F)F)c1	-5%	15%	23µM*
Clc1ccc2oc(-c3cccnc3)nc2c1	-2%	0%	-2%
CCOc1ccccc1NC(=O)c1ccc2ccccc2c1	-3%	9%	8%
O=C(CN1C(=O)c2cccc3cccc1c23)N1CCN(c2cccc(Cl)c2)CC1	0%	9%	-4%
CCOc1ccc(-c2nc(Cn3c(=O)cc(-c4ccccc4)c4c(C)nn(C)c43)c(C)o2)cc1	·	0%	-5%

Screening data (PubChem)

Not all compounds are listed, so the mix of outcomes need not match the whole.
